# Assay outcomes as filed in PubChem BioAssay.
# FadD28 binding = inhibitors of Mycobacterium tuberculosis FadD28 bisubstrate binding. FadD28 bisubstrate probe binding, fluorescence polarization. inhibition, % at 12.5 µM. AID 588549. hit rate 0.22% among 360,000; in the data active means inhibition above about 8.5%, passing the limit was not always enough; inconclusive means no clear call, values can overlap the other calls
# Rv3671c inh = inhibits the M. tuberculosis serine protease Rv3671c | P9WHR9 | AID 2606 | inhibition, % at 5.96 µM | hit rate 0.048% among 320,000; in the data active means inhibition above about 38%;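 further: extracellular domain of Rv3671c used as enzyme; 0% = enzyme with DMSO and 100% = no enzyme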
# Target sequence (P9WHR9 whole entry, looked up, the tested form may be a part): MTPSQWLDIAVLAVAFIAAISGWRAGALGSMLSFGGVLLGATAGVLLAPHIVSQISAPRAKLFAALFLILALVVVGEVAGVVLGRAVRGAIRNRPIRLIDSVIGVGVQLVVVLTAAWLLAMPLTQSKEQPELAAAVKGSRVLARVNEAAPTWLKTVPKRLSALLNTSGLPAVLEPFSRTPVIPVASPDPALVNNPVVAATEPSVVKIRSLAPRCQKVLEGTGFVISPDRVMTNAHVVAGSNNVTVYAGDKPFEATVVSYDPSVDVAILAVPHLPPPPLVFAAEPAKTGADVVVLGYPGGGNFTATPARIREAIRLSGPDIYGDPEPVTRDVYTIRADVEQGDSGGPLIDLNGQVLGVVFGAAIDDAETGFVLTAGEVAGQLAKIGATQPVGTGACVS
# GDH-TPI inh = inhibits GDH-TPI coupling enzymes, artifact for Mtb FBA screen; GDH-TPI coupled enzyme counterscreen, NADH absorbance; inhibition, % at 4.8 µM; hit rate 1.2% among 360,000; AID 588335; in the data active means inhibition above about 30%;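 further: 0% = DMSO wells and 100% = wells lacking the enzyme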
# BoNT-F LC inh = BoNT F light chain protease inhibition | Multiplex microsphere protease cleavage assay, flow cytometry | inhibition, % at 10 µM | hit rate 0.22% among 360,000 | AID 588497; in the data active means inhibition above about 35%, passing the limit was not always enough; inconclusive means no clear call, values can overlap the other calls; further: plate controls were buffer without enzyme for full effect and enzyme alone for no effect
# UGM FP inh = Mtb UDP-galactopyranose mutase inhibition. P9WIQ1. purified UGM, fluorescence polarization probe displacement. inhibition, % at 10 µM. hit rate 0.06% among 320,000; in the data active means inhibition above about 10%, passing the limit was not always enough; inconclusive means no clear call, values can overlap the other calls
# MazEF act = MazEF (E. coli) toxin RNase activation | FAM/BHQ RNA-DNA oligo cleavage fluorescence, 5 h | hit rate 0.32% among 350,000 | activation, % at 20 µM; in the data active means activation above about 50%
# Target sequence (P0AE70 whole entry, looked up): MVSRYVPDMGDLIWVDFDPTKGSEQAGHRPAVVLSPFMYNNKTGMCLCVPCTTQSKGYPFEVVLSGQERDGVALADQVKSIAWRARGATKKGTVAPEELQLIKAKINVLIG
# FBA Mtb inh = inhibits M. tuberculosis FBA enzyme; hit rate 2.3% among 360,000; AID 588726; purified M. tuberculosis FBA, fluorescence read-out; P9WQA3; inhibition, % at 1 µM; in the data active means inhibition above about 27%;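 further: 0% = vehicle and 100% = reference inhibitor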
# Target sequence (P9WQA3 whole entry, looked up): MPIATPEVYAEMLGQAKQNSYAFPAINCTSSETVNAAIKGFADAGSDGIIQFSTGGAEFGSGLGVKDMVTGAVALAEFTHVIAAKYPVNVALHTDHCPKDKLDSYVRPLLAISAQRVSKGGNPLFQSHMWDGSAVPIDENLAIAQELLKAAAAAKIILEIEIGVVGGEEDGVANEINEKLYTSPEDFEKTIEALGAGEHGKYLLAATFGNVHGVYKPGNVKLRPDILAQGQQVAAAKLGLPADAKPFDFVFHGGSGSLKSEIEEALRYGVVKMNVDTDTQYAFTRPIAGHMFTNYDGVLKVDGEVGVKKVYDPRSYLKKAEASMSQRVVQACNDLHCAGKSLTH
# PrPC surface inh = inhibitors of human cell surface prion protein PrPC; TR-FRET read-out; inhibition, % at 13.8 µM; hit rate 0.43% among 370,000; AID 720596; in the data active means inhibition above about 24%; further: 0% = median of the test wells and 100% = reference compound wells
# Mtb BioA inh = inhibitors of Mycobacterium tuberculosis BioA enzyme; inhibition, % at 9.99 µM; hit rate 0.096% among 360,000; purified M. tuberculosis BioA enzyme, plate reader; AID 602481; in the data active means inhibition above about 40%; inconclusive means no clear call, values can overlap the other calls
# * marks the source's active call; other numbers are inactive results; ? = inconclusive; . = no result given; & = joins results of further samples. No enrichment for hits. Share with any hit: about 4.8%.
SMILES,FadD28 binding,Rv3671c inh,GDH-TPI inh,BoNT-F LC inh,UGM FP inh,MazEF act,FBA Mtb inh,PrPC surface inh,Mtb BioA inh
CCOc1ccccc1/C=C\c1nc(O)c([N+](=O)[O-])c(=O)[nH]1,-1.0,-0.8,37.4*,-28.1,-1.1,-6.9,-0.8,-7.4,-1.8
COc1ccc(NC(=O)NCc2ccncc2)c(OC)c1,-0.1,-2.0,12.4,-5.2,-1.9,-4.1,1.1,-3.7,-0.4
CCNC(=O)/C(C#N)=C/c1c(N(Cc2ccccc2)Cc2ccccc2)nc2ccccn2c1=O,-2.3,5.0,15.0,-2.7,-0.5,-27.8,3.1,-8.5,.
O=C(NNC(=O)c1ccc(Cl)cc1Cl)Nc1ccccc1,-1.0,-3.1,-1.5,-4.8,-0.3,-2.5,1.5,-2.2,-0.6
Cc1cc(C)nc(NS(=O)(=O)c2ccc(NC(=O)Nc3ccccc3F)cc2)n1,-4.3,5.0,-4.7,?,0.6,-11.3,1.3,3.3,0.5
CC1(C)COC(c2coc3ccccc3c2=O)OC1,-0.3,3.5,6.5,-9.5,-0.5,3.8,-0.9,-7.7,.
O=c1[nH]c(=O)n(Cc2ccco2)c(O)c1/C=N/N1CCCCCC1,-1.2,10.2,14.1,-1.7,0.9,-1.7,-1.1,-5.7,-2.6
O=c1nc(-c2ccccc2)c2ccccc2[nH]1,-1.3,-2.6,10.9,0.6,3.8,5.9,13.2,1.1,1.6
COc1ccccc1-n1c(=S)[nH]c2c(sc(=S)n2-c2ccc(C)cc2C)c1=O,-4.2,-3.4,8.5,-9.3,1.1,-8.1,-4.8,.,.
Cc1nonc1OCCNCCNc1ccc([N+](=O)[O-])c2cccnc12,-2.2,-10.3,-3.1,-9.9,2.0,-8.5,-25.8,-24.4,2.7
COc1ccc(CN(C)Cc2nc(Cc3cccc(F)c3)no2)c2cccnc12,-0.8,6.0,1.9,-1.0,-4.2,-10.4,3.9,19.9,.
CCN(CC)C(=O)[C@H]1CC(CC(=O)NC(C)(C)C)C(=O)N2CCc3c([nH]c4ccccc34)[C@]12C (stereo not given in full),0.5,5.3,9.4,-0.7,-0.6,-4.5,5.0,-4.6,0.4
CCNC(=O)N1CCCC(C(=O)c2ccc(C(F)(F)F)cc2)C1 (stereo not given),-0.4,2.6,0.0,11.3,4.0,7.3,0.4,-2.5,0.2
Cc1ccc(-n2nc(C)c3c(C)c(CCC(=O)NC(C)c4ccccc4)c(C)nc32)cc1 (stereo not given),-2.4,3.9,6.6,-0.7,-0.7,-1.4,3.3,-4.0,-1.1
COc1ccc(CC(N)c2csc(NC(=O)NCCc3ccccc3)n2)cc1 (stereo not given),-4.4,.,11.1,-12.5,.,.,0.0,-7.5,-0.1
O=C(/C=C/c1cccs1)NC1CCCC1,0.5,2.0,3.7,-10.3,1.2,9.8,-0.8,-0.2,0.6
COc1ccc(C2=NOC(C(=O)N(C)Cc3ccccc3)C2)cc1 (stereo not given),-3.5,12.8,-2.2,0.1,-1.0,8.6,0.8,-10.5,.
COC(=O)CSc1ncnc2c1sc1nc3c(cc12)COC(C)(C)C3,-4.4,4.3,-6.1,2.0,-0.1,8.1,1.1,-6.3,.
COC(=O)[C@H](Cc1ccccc1)NC(=O)Cn1cnc2c(NCc3ccccc3)ncnc21,-0.6,.,8.5,-3.2,.,4.0,-0.2,-3.1,1.8
CC1=[N+](CC(=O)c2ccccc2)CCn2cccc21,-3.5,-5.7,10.7,-11.6,2.1,23.4,1.0,-8.2,.
CN(C)S(=O)(=O)c1cccc(C(=O)Nc2ccccc2Cl)c1,-3.1,1.7,1.2,-1.9,0.3,-3.9,0.3,3.3,.
CCN1CCN(c2cc(C)c3cc(NC(=O)c4cccnc4Cl)ccc3n2)CC1,0.2,-2.3,19.2,-17.8,4.9,11.7,7.0,-3.6,0.4
C/C(=N\NC(=O)c1ccc(O)cc1)c1ccc2c(c1)OCCO2,-3.3,-4.7,18.1,1.5,-2.2,0.8,3.0,5.6,-1.1
Cc1ccc(N)c2c1OCCC2=O,-2.5,-6.6,9.3,1.3,-3.7,2.0,7.6,-0.8,.
Cc1cc2cc(CNC(=O)Cc3ccc([N+](=O)[O-])cc3)ccc2n1C,0.5,-3.4,1.9,-85.3,2.9,5.8,1.8,15.4,.
CCC1=NN2C(=N)/C(=C\c3cccn3-c3ccc(OC)cc3)C(=O)N=C2S1,-1.4,-10.7,9.3,-6.1,13.8*,-6.9,-1.8,-4.2,.
Cc1nn(CC(=O)Nc2ccc(Cl)cc2Cl)c(=O)c2ccccc12,-1.3,1.3,12.4,12.6,1.1,3.8,-1.8,-5.8,-2.3
Cc1nn(CCC(=O)NCc2ccc(OC(C)C)cc2)c(=O)c2nn(-c3ccccc3)c(C)c12,0.1,3.7,1.9,-2.1,0.6,15.6,-0.5,-4.3,13.6
O=C(Nc1ncn[nH]1)c1cc(S(=O)(=O)Nc2cccc(C(F)(F)F)c2)ccc1Cl,-4.7,-3.7,0.0,-0.8,-2.1,-3.0,-1.1,-4.4,.
CCOC(=O)c1c(C)[nH]c(C(=O)CN2CCOCC2)c1C,-0.1,0.8,3.0,-2.5,1.2,-11.5,-3.2,-1.5,.
COc1ccc2oc(N)c(C=O)c(=O)c2c1,0.3,-2.7,10.6,-6.8,2.3,6.0,0.0,-0.8,-3.4
Cc1ccc(N/C(CSC(N)=O)=N/S(=O)(=O)c2ccccc2)cc1,-1.2,-12.4,4.2,-5.1,-3.9,-1.9,4.4,4.0,-1.2
CCOC(=O)N1CCN(C(=O)CNC(=O)c2ccc(Br)cc2)CC1,-2.1,3.0,-12.5,10.2,4.1,2.5,0.4,-3.3,-1.0
CNC(=O)c1cccc(NC(=O)C(C)c2ccc3cc(OC)ccc3c2)c1 (stereo not given),-9.7,-34.9,3.0,-0.7,0.1,7.4,0.0,8.9,1.7
C[C@H]1COC(=O)[C@H](Cc2ccc(F)cc2)C/C=C\C[C@H](CC(=O)NCCO)C(=O)N1,-0.5,0.6,1.3,-10.8,2.1,-1.4,-2.2,1.1,-0.5
CCOc1ccc(CC(=O)N2N=C(C)CC2(O)C(F)(F)F)cc1 (stereo not given),-3.6,-24.4,-4.9,2.3,-0.6,-4.6,-1.6,-3.0,.
NC(=S)NNc1c(F)c(F)c(F)c(F)c1F,-3.7,9.4,-0.6,-3.3,2.0,-11.1,-0.3,0.7,.
N#C/C=C(/N)c1ccc(Br)cc1,-1.1,-69.1,5.4,7.6,3.7,2.7,-0.3,-0.2,-0.3
CCCC(=O)N/C(N)=N/c1nc(C)c2ccccc2n1,-5.2,-0.9,22.4,?,0.1,-1.8,0.6,4.4,-1.5
COCc1cc(C)nc2sc(C(=O)NN)c(-n3cccc3)c12,-2.8,13.9,3.7,1.4,-0.5,18.5,-0.1,0.5,.

# Molecules listed so far that have a cyano group (2):
SMILES,FadD28 binding,Rv3671c inh,GDH-TPI inh,BoNT-F LC inh,UGM FP inh,MazEF act,FBA Mtb inh,PrPC surface inh,Mtb BioA inh
CCNC(=O)/C(C#N)=C/c1c(N(Cc2ccccc2)Cc2ccccc2)nc2ccccn2c1=O,-2.3,5.0,15.0,-2.7,-0.5,-27.8,3.1,-8.5,.
N#C/C=C(/N)c1ccc(Br)cc1,-1.1,-69.1,5.4,7.6,3.7,2.7,-0.3,-0.2,-0.3

# Following part:
SMILES,FadD28 binding,Rv3671c inh,GDH-TPI inh,BoNT-F LC inh,UGM FP inh,MazEF act,FBA Mtb inh,PrPC surface inh,Mtb BioA inh
CCN(CC)C(=O)CSc1nnc(CNc2ccc(F)cc2)o1,1.0,-10.5,-0.9,8.4,0.4,5.9,-2.1,5.1,-0.7
CCC(c1nnc(SCC(=O)Nc2cccnc2Cl)n1-c1ccccc1)N(C)C (stereo not given),-2.0,1.7,6.2,3.9,-2.5,5.7,-3.3,-1.4,.
CNC(=O)CSc1nnc(-c2ccccc2)n1C,-1.1,4.4,-7.7,-4.0,-2.3,0.6,1.3,-1.6,-1.2
COc1ccc(-c2[nH]c(-c3ccc(C)cc3)nc2SCC(=O)NC2CCCC2)cc1,-0.3,4.4,-0.7,-4.0,-4.6,11.0,6.6,11.5,0.8
Cc1ccccc1NC(c1cccc(Cl)c1)c1nnnn1C1CCCCC1 (stereo not given),-1.7,6.1,0.7,-5.6,-0.7,6.8,-2.5,0.7,-2.7
CNC(=S)N1CCc2cc(OC)c(OC)cc2C1COc1ccc(OC)cc1 (stereo not given),-4.9,-9.6,-0.9,-4.2,3.4,-1.4,-7.9,-5.8,.
CSCCC(NC(=O)c1ccccc1Br)C(=O)NNC(=O)c1cc(C)oc1C (stereo not given),-0.5,-5.4,1.5,-3.9,1.5,-0.7,0.1,7.2,-0.7
CS(=O)(=O)N1CCC(C(=O)Nc2cccc([N+](=O)[O-])c2)CC1,-0.3,-4.6,2.2,4.8,2.7,9.1,2.3,-13.9,9.1
Cc1cc(C)c(C)c(OCCN2CC(C)OC(C)C2)c1 (stereo not given),-1.9,4.2,3.5,?,-0.3,3.5,1.1,5.2,-1.0
CC(=O)NNC(=O)CCn1nnc(-c2ccc(Cl)cc2)n1,-0.2,8.9,-0.9,-10.3,-0.2,9.1,-1.2,4.8,1.9
Cc1cnc(NC(=O)C2CCCC2)s1,-0.5,3.3,1.3,-3.0,1.3,4.8,0.8,-4.2,.
O=C(N/N=C/c1cccc(O)c1)c1cc(-c2ccccc2)nc2ccccc12,-13.5,-61.0,9.9,24.0,-0.8,3.2,-1.4,5.4,-0.5
COc1ccc([C@@H]2OC2(C(N)=O)C(N)=O)cc1,-1.1,3.6,8.2,1.3,1.1,8.6,3.4,2.9,.
CC(C)Oc1ccc(C(=O)Nc2cccc3cccnc23)cc1,-2.2,-13.3,-3.2,-2.4,0.7,5.6,-0.6,-5.5,0.3
NC(=O)c1ccccc1NS(=O)(=O)c1ccccc1,-3.0,-10.9,-12.0,1.1,0.4,-3.0,5.8,4.4,0.2
Cc1ccc(S(=O)(=O)NCC2CCC(C(=O)NCCCN3CCOCC3)CC2)cc1 (stereo not given),-2.9,2.4,0.0,-5.2,-1.8,0.3,0.9,-0.4,-0.2
COc1cc2c(cc1OC)CN(C(=S)Nc1ccc(Cl)cc1)CC2,-0.5,6.6,4.0,-0.8,4.1,7.2,1.2,-0.9,.
COc1cc(CN(CCN(C)C)Cc2ccccc2)ccc1OCc1ccccc1,-2.2,9.3,10.3,9.2,0.5,13.4,1.1,-16.1,0.4
CCC(O)CNC(=O)NC(=C(Cl)Cl)c1ccc(C)c(F)c1 (stereo not given),-4.3,-3.5,12.4,0.6,-1.5,-12.0,0.8,8.3,-1.2
CC(C)NC(=O)C(=O)NNC(=O)CCc1ccccc1,-2.0,-1.9,3.9,-1.0,-1.4,-6.2,1.6,1.5,.

# Two records picked at random from those above:
SMILES,FadD28 binding,Rv3671c inh,GDH-TPI inh,BoNT-F LC inh,UGM FP inh,MazEF act,FBA Mtb inh,PrPC surface inh,Mtb BioA inh
CCC(O)CNC(=O)NC(=C(Cl)Cl)c1ccc(C)c(F)c1 (stereo not given),-4.3,-3.5,12.4,0.6,-1.5,-12.0,0.8,8.3,-1.2
Cc1ccc(S(=O)(=O)NCC2CCC(C(=O)NCCCN3CCOCC3)CC2)cc1 (stereo not given),-2.9,2.4,0.0,-5.2,-1.8,0.3,0.9,-0.4,-0.2

# (further entries)
SMILES,FadD28 binding,Rv3671c inh,GDH-TPI inh,BoNT-F LC inh,UGM FP inh,MazEF act,FBA Mtb inh,PrPC surface inh,Mtb BioA inh
C[C@H]1CN([C@@H](C)CO)C(=O)c2cccc(NS(=O)(=O)c3cn(C)cn3)c2O[C@H]1CN(C)S(C)(=O)=O,1.1,4.4,8.6,9.8,5.5,-14.9,0.8,-2.2,0.1&-1.1
CC1(c2ccc3c(c2)OCO3)NC(=O)N(CC(=O)Nc2ccc(N3CCOCC3)cc2)C1=O (stereo not given),-1.5,-0.6,9.8,-5.0,-1.8,1.8,3.6,13.1,-1.6
O=C1CC(C(=O)Nc2cc(Cl)ccc2Cl)n2ncnc2N1 (stereo not given),-0.4,-8.5,-1.9,-7.1,1.4,-2.8,2.1,7.9,.
CCCCCn1c(=O)c(C(=O)Nc2ccccc2N)c(O)c2ccccc21,-0.5,7.6,11.2,?,-0.3,7.8,-0.2,0.1,-2.1
COc1ccc(S(=O)(=O)N2CCCCCC2)cc1NC(=O)CN1C(=O)NC(C)(c2ccc(C)cc2)C1=O (stereo not given),1.0,-9.9,8.7,-5.9,1.0,-10.8,3.0,12.4,-3.5
